Autophagy HCS = modulators of autophagy. MEF GFP-LC3 puncta imaging; test concentration mostly 10 µM. calls only at 10 µM (by protocol). 190,000 compounds, 0.98% hits;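 active means percentage of spot-positive cells more than 3 SD above its plate mean, without a fluorescence outlier flag or 80% toxicity; inconclusive means no clear call, values can overlap the other calls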;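 further: spot-positive cell cutoff set from DMSO-treated cells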
WT yeast gro inh = growth inhibition of WT yeast, mitochondrial fusion screen | mitochondrial fusion phenotypic screen, WT strain | inhibition, % at 10 µM | 190,000 compounds, 2.1% hits; in the data active means inhibition above about 58%; tested in S. cerevisiae
HIV fusion peptide = cell-free HIV fusion peptide-binding blockers – biochemical, uHTS, fluorescence dequenching, primary screen (AID 1986); cell-free peptide binding, fluorescence dequenching, 30 min; higher % means a stronger effect; inhibition, % at 20 µM; hits with a dose series show IC50 in µM; 290,000 compounds, 0.3% hits; in the data active means inhibition mostly above about 52%, no sharp cut-off; inactive means mostly below about 76%; further: some results filed as inactive read as strong as hits
Insulin prom up = MIN6 insulin promoter up-regulation; MIN6 insulin promoter-GFP reporter, high-content imaging; stronger effect = higher value; z-score at 5 µM; 190,000 compounds, 0.3% hits;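 active means z-score above 3 at 5 µM with at least 500 cells counted in the well; inconclusive means wells under 500 cells, flagged as cytotoxic or low count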
AID2073 = disruptors of CaV2.2 binding to Mint1 – biochemical, HTRF (AID 2073). one-dose inhibition, % at 20 µM; IC50 in µM for titrated hits. 290,000 compounds, 0.19% hits. HTRF protein-protein interaction, Mint1-CaV2.2; higher % means a stronger effect; in the data active means inhibition mostly above about 51%, no sharp cut-off; inconclusive means no clear call, values can overlap the other calls; inactive means mostly below about 53%; further: some results filed as inactive read as strong as hits
Dynein transport = dynein cargo transport inhibition; 3617.4 mouse cells, GR-EGFP nuclear translocation imaging; test concentration mostly 20 µM; stimulated with dexamethasone, 1 µM; stronger effect = lower value; z-score, hits read low; 220,000 compounds, 0.47% hits; AID 1381;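 active means plate z-score of nuclear minus cytoplasmic receptor signal below a set negative limit, without overly bright fluorescence or cell loss, cut at about -3.5 in these data, passing the limit was not always enough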;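 further: z-score of nuclear minus cytoplasmic ring GR-EGFP intensity difference per well; some compounds called inactive have numbers as strong as hits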
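Buffer or medium: Induction medium lacking tetracycline, stripped serum | Also added: Dexamethasone agonist, 1.0 µM final, for 30 min | Timing: 48 h induction, 1 h compound, 30 min dex at 37 °C | Detection: Formaldehyde fixation, Hoechst nuclear stain, 10x automated fluorescence imaging | Measure: Nuclear versus cytoplasmic GR-EGFP signal, averaged per well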
MT stabilize HCS = stabilizes microtubules in HeLa cells. HeLa tubulin immunostaining HCS, 24 h; share of cells brighter than vehicle mean+2SD. % tubulin-high responders, % at 10 µM. 200,000 compounds, 0.83% hits;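 active means plate Z-score above 3 for both tubulin-high and condensed-nucleus cell shares, with cell loss under 80%, at 10 µM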;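 further: anti alpha tubulin signal scored within the nucleus-defined area of each cell; some results filed as inactive read as strong as hits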
Yfh1-depleted yeast = mitochondrial function rescue without frataxin homolog – Friedreich's ataxia, plus single-dose screen, dose response (AID 1465). 220,000 compounds, 0.074% hits. fold induction at 50 µM; hits with a dose series show EC50 in µM. S. cerevisiae Yfh1-off respiration, WST-1 reduction, 72 h; higher fold induction means a stronger effect;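 active means fold induction of absorbance versus untreated yeast above a set limit, then at least 30% activation at any dose in follow-up; inconclusive means repeats straddling the limit, or above it without dose testing; inactive means fold induction below the set limit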;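 further: activators that raise dye reduction in frataxin-depleted yeast; strong numbers were not always called active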
b-catenin transl = beta-catenin nuclear translocation modulation; 190,000 compounds, 0.3% hits; HeLa beta-catenin nuclear translocation, immunofluorescence imaging; nuclear translocation activity, % at 5 µM;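 active means nuclear translocation activity above 50% at 5 µM, with a well cell count of 50 or more; inconclusive means wells under 50 cells across six images, flagged as toxic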;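 further: per-cell ratio of nuclear to cytoplasmic median beta-catenin stain intensity; plate controls were DMSO negative control for no effect and GSK-3 inhibitor IX positive control for full effect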
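System: HeLa cells, endogenous beta-catenin; compound dosing: 5 µM primary single dose, 0.1% DMSO, 0.02–20 µM confirmation series; incubation: 24 h compound exposure at 37°C, 5% CO2; signal: beta-catenin immunofluorescence imaging with DAPI; evaluation: % activation, nuclear-to-cytoplasmic median beta-catenin signal ratio per cell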
WT yeast gro inh mutant strain = recorded beside WT yeast gro inh, whose call it bears; inhibition, %; mitochondrial fusion phenotypic screen, mutant strain inhibition
Dynein transport cytoplasmic EGFP = further read-out of Dynein transport, marked with its call; z-score; measured here: cytoplasmic GR-EGFP intensity; stronger effect = higher value
Dynein transport nuclear GR-EGFP = further read-out of Dynein transport, marked with its call; z-score; measured here: nuclear GR-EGFP intensity;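 lower value marks the stronger effect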
Dynein transport cell count = second read-out of Dynein transport, no call of its own (marks repeat the call); z-score; measured here: cell count per field
Insulin prom up cell count = second read-out of Insulin prom up, no call of its own (marks repeat the call); cell count; measured here: cytotoxicity, nuclei count;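 total cells summed across four imaged fields per well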
b-catenin transl cell count 5 µM = recorded beside b-catenin transl, whose call it bears; cell count; measured here: cell count, cytotoxicity flag
MT stabilize HCS Hoechst-high % = further read-out of MT stabilize HCS, marked with its call; % Hoechst-high responders; measured here: nuclear condensation Hoechst responders;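 share of cells brighter than vehicle mean plus two SD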
MT stabilize HCS cytotoxicity % = further read-out of MT stabilize HCS, marked with its call; toxicity, %; measured here: cytotoxicity by cell density;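 0% = mean cell density of plate MIN control wells and 100% = no cells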
Autophagy HCS cell loss 18 h = further read-out of Autophagy HCS, marked with its call; toxicity, %; measured here: cell loss, nuclei count;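 cell loss after 18 h compound exposure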
* hit, by the source's call; i = inactive; ? = inconclusive; . = not tested or not shown.

SMILES	Autophagy HCS	Autophagy HCS cell loss 18 h	WT yeast gro inh	WT yeast gro inh mutant strain	HIV fusion peptide	Insulin prom up	Insulin prom up cell count	AID2073	Dynein transport	Dynein transport cytoplasmic EGFP	Dynein transport nuclear GR-EGFP	Dynein transport cell count	MT stabilize HCS	MT stabilize HCS Hoechst-high %	MT stabilize HCS cytotoxicity %	Yfh1-depleted yeast	b-catenin transl	b-catenin transl cell count 5 µM
COc1ccc(C(C)=O)c(OC(=O)c2ccco2)c1	i	-6.1	-17.3	-21.4	-2.7%	1.87	1456	-30.8%	-0.632	-0.0554	-0.0462	0.0749	2.7	2.3	7.9	i	-4.0	1347
CC(C1CC2CCC1C2)n1c(-c2cccs2)n[nH]c1=S (stereo not drawn)	.	.	.	.	0.2%	-0.04	972	-18.0%	0.225	-0.809	-0.21	-0.324	.	.	.	i	-0.6	1311
COC(=O)c1[nH]c2c(c1C)C(=O)CC(c1cc(OC)ccc1OC)C2 (stereo not drawn)	.	.	4.0	-2.1	1.7%	-1.09	1901	3.6%	0.506	0.00682	0.671	-0.925	26.7*	28.6*	57.6*	i	-1.5	1059
COCc1nnc(NC(=O)CCSc2ccccc2)s1	i	1.0	-0.2	-10.2	-0.5%	0.7	841	-3.4%	0.462	-0.358	0.217	0.283	2.2	1.6	4.3	i	-3.7	1072
O=C(c1cccc([N+](=O)[O-])c1)N1CCN(c2cccc(Cl)c2)CC1	i	-11.6	13.5	20.0	-1.8%	0.25	1309	17.7%	-0.563	-0.271	-0.54	0.46	26.7*	30.9*	52.8*	i	14.4	426
COc1cccc(CNC(=O)C2CCN(S(=O)(=O)c3cccs3)CC2)c1	i	-6.4	10.9	15.9	-2.4%	0.94	745	10.8%	0.489	-0.352	0.0829	-0.124	2.4	1.1	1.2	i	-0.1	1156
CC1CCCCN1CCCNC(=O)c1ccc2c(=O)n(CCc3ccccc3)c(=O)[nH]c2c1 (stereo not drawn)	i	-11.7	16.4	25.5	0.6%	.	.	38.5%	-0.839	0.474	-0.0757	0.824	1.4	1.0	5.1	i	-11.5	1194
Cc1cccc(N=C2NC(=O)/C(=C/c3cccn3C)S2)c1C	.	.	.	.	17.4%	0.09	1010	-22.8%	0.387	-0.148	0.89	-0.697	.	.	.	i	-1.5	1325
COc1ccc(CCC(=O)N(C)CC(=O)Nc2ccc(N3CCOCC3)cc2)cc1	i	-2.4	-14.5	6.5	2.2%	0.42	1253	-7.1%	-0.276	-0.352	-0.484	-0.613	2.1	3.1	4.7	i	.	.
CN(Cc1ccccc1)c1nc(N)nc(Cl)c1C=O	i	7.5	3.2	-14.3	1.2%	-0.88	1303	1.0%	0.182	-0.245	0.172	0.954	2.6	1.4	1.9	i	-3.3	1051
Cc1nn(-c2ccccc2)c(N2CCCC2)c1/C=N/NC(=O)c1cc(-c2cccnc2)nc2ccccc12	i	-8.2	-0.2	-4.7	-1.1%	-0.89	1346	?	0.178	-0.2	-0.126	-0.226	10.2	1.4	14.5	i	0.8	1069
COc1ccc(C(=O)OCC(=O)N2CCCC2=O)c(OC)c1	i	-28.7	1.4	7.8	0.7%	-0.45	1588	0.8%	-0.38	-0.25	-0.103	0.602	5.6	1.8	9.1	i	-5.4	1044
CCCc1n[nH]c2c1C(=O)CC(C)(C)C2	i	-8.4	3.2	0.7	-2.7%	0.09	1333	-3.1%	-0.613	-0.257	0.347	0.7	1.8	2.6	5.1	i	-6.5	1069
COc1ncccc1C(=O)N1CCCC(C(=O)c2cc(F)ccc2F)C1 (stereo not drawn)	i	30.7	6.8	-0.5	-1.5%	0.52	1436	7.7%	2.3	-0.275	0.852	-1.37	4.5	2.0	3.0	i	1.8	982
CCCS(=O)(=O)N1CCN(C(=O)c2ccco2)CC1	i	-27.0	-8.1	3.9	-0.1%	0.54	852	0.2%	-0.545	-0.108	-0.132	0.55	1.3	1.6	7.5	i	.	.
O=C(Cn1c(=O)oc2cccnc21)Nc1ccc(C(F)(F)F)cc1	.	.	.	.	-1.6%	-1	1050	31.2%	-0.302	-0.244	0.159	0.631	.	.	.	i	-0.3	1225
Cc1ccc(N(CC(=O)NC(C)(C)C)C(=O)CS(=O)CC(=O)Nc2ccc(F)cc2)cc1 (stereo not drawn)	i	-6.3	-14.3	6.2	0.4%	-0.73	1358	-17.9%	0.34	-0.285	0.284	0.0582	2.6	1.9	8.5	i	-0.2	1086
CCOc1cc(C(=S)N2CCOCC2)ccc1OS(=O)(=O)c1ccccc1[N+](=O)[O-]	i	-11.8	-8.3	-18.6	-2.3%	-0.34	1270	-5.1%	0.298	-0.237	0.23	-0.478	1.9	0.8	8.2	i	0.1	1019
CC(=O)Nc1ccc([C@H]2[C@H](C)CC[C@H]3C(=O)N4[C@@H](CC[C@@H](C)[C@@H]4c4ccc(NC(C)=O)cc4)C(=O)N32)cc1	i	-1.5	-13.7	-5.1	4.8%	0.53	1148	-4.3%	1.27	-0.264	0.874	0.206	2.8	2.3	8.1	.	-1.2	586
O=C(CSc1n[nH]c(=O)[nH]c1=O)N/N=C/C=C/c1ccccc1	.	.	.	.	-0.1%	-0.13	906	-1.3%	1.23	-0.207	1.13	-1	.	.	.	.	0.1	1322
CCOC(=O)c1[nH]c(C)c(C(=O)NC(C)(C)C)c1C	i	-4.2	-13.6	-8.9	-3.4%	-1.28	1364	4.2%	0.868	-0.378	0.58	-0.193	2.6	1.7	5.4	i	-1.0	1490
COCCCNS(=O)(=O)c1ccc(OC)c(Cl)c1Cl	i	-1.1	-4.2	-14.9	-3.1%	.	.	-5.2%	-1.12	-0.263	-0.695	0.751	3.3	3.1	8.1	i	.	.
Cc1ccc2[nH]c(=O)c(CN(Cc3ccco3)C(=O)N3CCOCC3)cc2c1	i	-13.3	-21.0	-15.5	0.0%	-0.45	1481	5.5%	-0.853	-0.124	-0.245	0.73	0.8	0.6	2.8	i	-2.6	1028
S=c1[nH]ncn1NCc1ccc(Cl)cc1Cl	i	4.5	2.4	8.9	-1.2%	0.45	1457	-12.4%	0.19	-0.267	0.00709	0.28	2.8	2.6	7.3	i	3.5	938
Cc1cccc(C)c1N1C(=O)c2cccc([N+](=O)[O-])c2C1=O	i	-2.2	-9.8	-4.3	0.5%	1.08	1232	4.4%	0.512	0.000288	0.335	-0.858	2.3	2.7	11.1	i	0.9	564
(list continues)
SMILES	Autophagy HCS	Autophagy HCS cell loss 18 h	WT yeast gro inh	WT yeast gro inh mutant strain	HIV fusion peptide	Insulin prom up	Insulin prom up cell count	AID2073	Dynein transport	Dynein transport cytoplasmic EGFP	Dynein transport nuclear GR-EGFP	Dynein transport cell count	MT stabilize HCS	MT stabilize HCS Hoechst-high %	MT stabilize HCS cytotoxicity %	Yfh1-depleted yeast	b-catenin transl	b-catenin transl cell count 5 µM
O=C(C1=NN(c2ccccc2)C2C(=O)N(c3ccccc3)C(=O)C12)c1ccccc1 (stereo not drawn)	i	2.5	-0.7	9.8	15.0%	0.65	1229	32.9%	0.0207	-0.267	-0.00121	1.36	2.2	3.2	13.0	i	-2.4	1023
Cc1cccc(NC(=O)N2CCC(NC(=O)c3ccco3)CC2)c1	i	-7.6	-3.7	7.4	-0.9%	.	.	-2.3%	-0.725	-0.339	-0.486	1.16	2.4	1.6	9.9	i	0.3	1474
O=C(/C=C/c1ccc(OCc2cccc(Cl)c2)cc1)N1CCOCC1	i	-4.4	32.8	7.1	-1.1%	-0.71	1179	-7.2%	2.77	-0.136	1.42	-1.45	1.8	4.4	11.7	i	1.8	1103
COc1ccc(-c2ccc(CNCCCN3CCOCC3)o2)cc1Cl	i	17.1	6.8	12.6	1.6%	-0.58	1332	6.6%	-1.04	-0.255	-0.54	0.901	2.0	1.3	6.0	i	0.3	1496
Cc1ccc(S(=O)(=O)NCC(=O)OCN2C(=O)c3ccccc3C2=O)cc1	i	-1.8	4.5	0.0	1.0%	-0.71	958	-0.1%	-0.744	0.68	-0.0343	1.05	1.4	1.6	10.5	i	2.4	1202
O=C(Nc1ncccc1Cl)c1ccc2c(c1)OCCO2	i	-13.6	-0.7	-12.2	-1.7%	0.2	1256	-0.8%	0.273	-0.189	0.204	0.337	2.8	2.2	2.6	i	-3.1	1003
CCS(=O)(=O)NCCc1ccc(OC)c(OC)c1	i	-2.4	-5.2	-38.6	1.1%	0.13	1237	-0.1%	1.47	-0.282	1.03	-1.33	2.2	2.3	22.9	i	.	.
COc1ccc(OC)c(Nc2nc(C3CC3)nc3c2nnn3Cc2ccccc2)c1	i	-0.1	3.6	5.6	-2.4%	-1.31	1559	28.7%	-0.0705	0.0977	-0.636	-0.484	3.5	11.1	25.0	.	0.1	1311
O=C(Nc1ccc(N2C(=O)c3cccc4cccc(c34)C2=O)cc1)c1ccc(N2CCCCC2)c([N+](=O)[O-])c1	i	6.2	1.7	17.8	2.3%	-0.01	1189	3.7%	-0.245	-0.319	-0.465	0.199	2.1	3.3	8.6	i	.	.
c1nc(Nc2ccc(N3CCOCC3)cc2)c2ccsc2n1	.	.	.	.	-0.2%	-0.16	1336	1.5%	0.306	0.273	0.323	-0.401	.	.	.	i	-2.2	1217
CC(C)(C)c1cc(CCC(=O)NNC(=O)c2ccco2)cc(C(C)(C)C)c1O	i	-12.4	-11.3	-19.8	-1.5%	.	.	1.3%	1.66	-0.305	0.471	-0.626	2.3	2.7	12.2	i	-0.7	1063
CCN(CC)CC#CCC(O)(c1ccccc1)c1ccc(Br)cc1 (stereo not drawn)	i	-5.0	9.6	-6.9	-0.2%	-0.27	1581	?	-0.617	0.0825	0.114	-0.0334	3.8	2.5	3.0	i	-4.6	1032
Cc1ccc(NCc2nnc3n2CCCCC3)c(C)c1	i	-7.3	0.5	8.0	-0.2%	0.13	1249	7.1%	-0.37	-0.191	0.262	-0.0658	0.1	3.0	6.0	i	0.2	1056

Bioassay records from PubChem.

Not a hit list (roughly 4.2% active in at least one column).
